Screens (PubChem BioAssay)
RmlCD inh 1536 – inhibitors of Mycobacterium tuberculosis RmlC and RmlD coupled enzymes; P9WH09+P9WH11; RmlC+RmlD coupled enzyme assay, percent inhibition; primary screen in compound mixtures; AID 1533; inhibition, % at 3.6 µM; 160,000 compounds, 0.03% hits; in the data active = inhibition mostly above about 34%, no sharp cut-off; note: some results filed as inactive read as strong as hits
Target sequence (P9WH09 whole entry, looked up): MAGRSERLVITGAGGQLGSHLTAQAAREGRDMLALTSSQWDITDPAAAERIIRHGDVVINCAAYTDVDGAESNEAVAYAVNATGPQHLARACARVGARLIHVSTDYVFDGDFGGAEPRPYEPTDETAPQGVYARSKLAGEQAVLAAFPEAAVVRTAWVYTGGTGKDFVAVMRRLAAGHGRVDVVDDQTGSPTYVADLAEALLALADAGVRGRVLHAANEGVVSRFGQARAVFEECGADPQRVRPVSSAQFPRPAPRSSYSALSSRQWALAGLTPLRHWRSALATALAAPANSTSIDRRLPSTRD
Target sequence (P9WH11 whole entry, looked up): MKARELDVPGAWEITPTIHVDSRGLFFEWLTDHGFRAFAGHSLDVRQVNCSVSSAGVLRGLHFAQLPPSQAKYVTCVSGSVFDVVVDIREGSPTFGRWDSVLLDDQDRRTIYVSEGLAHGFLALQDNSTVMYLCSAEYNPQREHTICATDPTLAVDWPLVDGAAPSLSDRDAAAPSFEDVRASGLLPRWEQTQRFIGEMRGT
M. tuberculosis GlmU – inhibition of mycobacterial GlmU enzyme – biochemical, glucosamine-1-phosphate acetyltransferase (AID 1376); 220,000 compounds, 0.25% hits; inhibition, %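 (tested at 30 µM in the primary screen)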; hits with a dose series show IC50 in µM; M. tuberculosis GlmU acetyltransferase enzyme assay; higher % means a stronger effect; in the data active = inhibition above about 13%;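 note: 0% = complete reaction with vehicle and 100% = reaction without substrate; strong numbers were not always called active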
Active calls of the source: *; . = no result given.

smiles	RmlCD inh 1536	M. tuberculosis GlmU
COc1ccc(NC(=O)CC2C(=O)N(c3ccc(Cl)cc3)C(=S)N2NC(=O)c2cccc(F)c2)cc1 (stereo not given)	-13	7.0%
O=C(Cc1ccc(S(=O)(=O)N2CCOCC2)s1)Nc1nc2c(s1)CCCC2	-15	5.5%
Cc1cc(C)n(CC(=O)O)c(=O)c1[N+](=O)[O-]	2	-3.8%
Cc1cccc2c(C(=O)n3cccn3)cc(-c3ccccc3Cl)nc12	11	-1.1%
CC1(C)Cc2c(C#N)c(SCC(=O)c3ccccc3)nc(N3CCOCC3)c2CS1	-8	-2.6%
COc1ccc(-c2c(C)[nH]n3c(=O)c(Cc4ccccc4)c(C)nc23)cc1OC	-34	-1.2%
O=C(N/C(=C\c1cccs1)C(=O)N1CCOCC1)c1ccco1	.	-3.5%
Cc1ccc2[nH]cc(C(=O)CN3CCN(C)CC3)c2c1	-5	0.9%
O=C(CCn1nc(-c2ccc(Cl)cc2)ccc1=O)N1CCOCC1	.	1.5%
COc1ccc(N(C(C)=O)S(=O)(=O)c2cccc3cccnc23)cc1	-6	0.7%
COc1cc(Nc2ccccc2Cl)c([N+](=O)[O-])nc1[N+](=O)[O-]	14	2.3%
CN1CCN(S(=O)(=O)c2ccc3[nH]c(=O)oc3c2)CC1	.	2.2%
CC(C)(C)n1ncc2c(=O)n(CC(=O)c3ccc(Cl)cc3)cnc21	11	-0.7%
O=C(CSc1ncc(-c2ccccc2)[nH]1)Nc1cccc(O)c1	.	-0.2%
CCOC(=O)c1cc(NC(=O)Nc2ccc(OC)c(OC)c2)c(C)nc1C	7	-0.1%
Cc1cc(C(=O)N/N=C/c2ccccc2Br)no1	-9	4.3%
COCCN1Cc2cccc(C(=O)Nc3ccc(S(=O)(=O)N4CCOCC4)cc3)c2C1=O	.	-4.8%
CC(C)c1ccc(C(=O)CSc2n[nH]c(-c3ccncc3)n2)cc1	-3	-1.5%
Fc1ccccc1CSCc1nc2ccccc2[nH]1	7	-3.9%
CC(C)(C)n1nc2c(c1NC(=O)COc1ccc(Cl)cc1)CSC2	-3	-1.9%

Grouped by structure, the entries above containing a nitro group on carbon.
smiles	RmlCD inh 1536	M. tuberculosis GlmU
Cc1cc(C)n(CC(=O)O)c(=O)c1[N+](=O)[O-]	2	-3.8%
COc1cc(Nc2ccccc2Cl)c([N+](=O)[O-])nc1[N+](=O)[O-]	14	2.3%

Of the compounds above, 5 contain an aryl methoxy group:
smiles	RmlCD inh 1536	M. tuberculosis GlmU
COc1ccc(NC(=O)CC2C(=O)N(c3ccc(Cl)cc3)C(=S)N2NC(=O)c2cccc(F)c2)cc1 (stereo not given)	-13	7.0%
COc1ccc(-c2c(C)[nH]n3c(=O)c(Cc4ccccc4)c(C)nc23)cc1OC	-34	-1.2%
COc1ccc(N(C(C)=O)S(=O)(=O)c2cccc3cccnc23)cc1	-6	0.7%
COc1cc(Nc2ccccc2Cl)c([N+](=O)[O-])nc1[N+](=O)[O-]	14	2.3%
CCOC(=O)c1cc(NC(=O)Nc2ccc(OC)c(OC)c2)c(C)nc1C	7	-0.1%

Next results
smiles	RmlCD inh 1536	M. tuberculosis GlmU
O=C(COc1ccc(Br)cc1)Nc1nc(-c2cccnc2)cs1	7	.
O=C(NCCc1ccc2c(c1)OCCO2)c1ccc(F)cc1	-11	1.5%
Cc1c(Cl)cccc1NC(=O)Cn1cc(C(F)(F)F)cc(Cl)c1=O	2	-0.1%
CCOC(=O)c1nnc(-c2cccs2)nc1NC(C)C	16	2.5%
CCOC(=O)C1=C(CC)Nc2ccccc2N=C1NC(=O)Nc1ccc(Cl)c(Cl)c1	.	0.6%
CC(=O)c1cccc(NC(=S)NC2CCCCC2)c1	.	2.0%
CCOc1ccc(S(=O)(=O)NN)cc1	-11	1.6%
CCOC(=O)C1CCCN(c2oc(-c3ccc(OC)cc3)nc2C#N)C1 (stereo not given)	-2	-1.1%
Cc1cc(Cl)ccc1OCC(=O)Nc1ccccc1CO	.	-1.2%
N#C/C=C1/NC(=O)c2ccccc2S1	-5	9.8%
COCCNC(=O)c1cc(-c2ccc(OC)c(OC)c2)on1	15	-1.7%
Cc1c(Cc2ccccc2)c(=O)oc2cc(O)ccc12	3	-4.3%
COc1ccc(C(Nc2ccccc2)P(=O)(Oc2ccccc2)Oc2ccccc2)cc1 (stereo not given)	9	8.5%
O=C(Nc1ccc(N2CCN(C(=O)c3ccco3)CC2)cc1)c1cccs1	.	1.8%
CCCOc1ccc(/C(O)=C2/C(=O)C(=O)N(c3cc(C)on3)C2c2ccc(C(=O)OC)cc2)cc1 (stereo not given)	.	3.7%
COc1ccc(/C=C2\CCC/C(=C\C=N\N(C)C)C2=O)cc1	-4	-0.2%
O=c1c2c(nc3cc(-c4cccc(Cl)c4)[nH]n13)CCC2	0	1.4%
CC(=O)CC(C)(C)NC(C)=S	7	2.0%
Cc1ccc(NP(=O)(c2ccc(N(C)C)cc2NC(=O)c2cccs2)N2CCOCC2)cc1 (stereo not given)	-6	-0.3%
CO/N=C1\CCn2c1c(C)c1ccccc12	-7	0.8%

(further entries)
smiles	RmlCD inh 1536	M. tuberculosis GlmU
CCOP(=S)(OCC)SCC(=O)NC(C(=O)O)C(C)C (stereo not given)	.	-0.8%
Cc1cc(C)c2c(c1)cc(C)c1nnc(SCC(=O)Nc3cc(C)on3)n12	19	2.3%
CCOC(=O)N1CCC(NC(=O)Cn2cc3c(n2)CCCCC3)CC1	-6	2.4%
CN1C(=O)C(CC(=O)NC2CCCCC2)N(C)C1=O (stereo not given)	8	-3.2%
CC(=O)N1CCN(c2nc(CC(C)C)c3c(c2C#N)CCC3)CC1	10	.
COCC(=O)NCCc1ccc(S(N)(=O)=O)cc1	.	7.5%
O=S(=O)(Cc1cc(NCc2ccccc2)nc(-c2ccncc2)n1)c1ccccc1	.	-2.7%
CC1(C)C2CC=C(/C=N/NC(=O)C3CC3)C1C2 (stereo not given)	-11	-1.6%
CN(C)C(=O)Oc1ccc(Br)c2ccccc12	.	0.9%
O=C(NCc1ccco1)c1nnc(Cc2ccc(Cl)cc2)o1	-7	-0.4%
c1cncc(CNC2CCCC2)c1	-7	-0.3%
COC(=O)c1cccc(NC(=O)CC2C(=O)NCCN2C(=O)c2ccc(F)cc2F)c1 (stereo not given)	-6	-3.4%
COc1cccc(/C=N/NC(N)=S)c1OCc1cccc(Cl)c1	11	0.8%
CCCCNC(=O)c1c(N)n(Cc2ccc3c(c2)OCO3)c2nc3ccccc3nc12	6	2.1%
CCOC(=O)N1CCN(c2c(NCCN(C)Cc3ccccc3)c(=O)c2=O)CC1	6	3.8%
COc1ccc(/C=C/C(=O)Nc2cc(S(=O)(=O)N3CCOCC3)ccc2N2CCCC2)cc1OC	10	5.5%
O=C(Cc1c(F)cccc1Cl)c1ccc(O)cc1O	.	2.0%
CCOC(=O)c1c(-c2ccc(C)o2)csc1NC(=O)CN1CCCCC1	.	-3.9%
CN(C(=O)c1ccc(=O)n(Cc2ccc(Cl)cc2)c1)c1ccccc1	-12	2.7%
CN(Cc1ccon1)C(=O)CC1C(=O)NCCN1Cc1cccc(Oc2ccccc2)c1 (stereo not given)	0	4.7%

New compounds follow:
smiles	RmlCD inh 1536	M. tuberculosis GlmU
COc1ccccc1/C=N/NC(=O)CC(=O)NCc1cccnc1	.	-0.8%
O=C(Nc1c(Cl)cc(Cl)cc1C(=O)NCCN1CCOCC1)c1cccc([N+](=O)[O-])c1	7	-9.1%
O=C(CN1N=C(c2ccc(Cl)cc2)CCC1=O)NCCN1CCc2ccccc2C1	.	-2.0%
Cc1cccc(NC(=S)NC2CC3CCCC(C2)N3Cc2ccccc2)c1C (stereo not given)	16	-1.6%
CS(=O)(=O)N1Cc2ccccc2CC1C(=O)O (stereo not given)	-15	-1.0%
CCn1c(=N)n(CC(=O)C23CC4CC(CC(C4)C2)C3)c2ccccc21	12	1.5%
Cc1ccc([N+](=O)[O-])cc1N/C=C1\CCCCC1=O	0	-4.8%
CCCOc1ccc(/C(O)=C2/C(=O)C(=O)N(CCCN3CCOCC3)C2c2ccncc2)cc1 (stereo not given)	.	3.0%
Cc1cc(C)nc(NC(=O)c2cc3ccccc3o2)n1	-5	1.2%
CCCSc1nc2c(cnn2-c2ccc(Cl)cc2)c(=O)[nH]1	11	3.0%
c1coc(CNCC2OCCc3ccccc32)c1 (stereo not given)	-8	2.8%
COc1ccc(NC(C)=O)cc1NC(C)C(=O)Nc1ccc(F)c(F)c1F (stereo not given)	.	0.5%
Cc1ccc(Cl)cc1N1CCN(CC(=O)Nc2ccc3[nH]c(=O)[nH]c3c2)CC1	4	1.2%
CCCCOC1(c2ccccc2)OC(=O)c2ccccc21 (stereo not given)	-7	-5.8%
CCn1c(/C=C/c2cccc([N+](=O)[O-])c2)nc2ccccc2c1=O	.	0.6%
CCOc1cc(/C=N/NC(=O)COc2nc(C)cc(COC)c2C#N)ccc1O	17	0.6%
COc1ccc(C(=O)C2CCCN(C(=O)c3ccccc3C(C)=O)C2)cc1F (stereo not given)	-13	1.7%
CCOc1ccc(S(=O)(=O)N(C)c2ccc(OCC(=O)Nc3nccs3)cc2)cc1	-5	-0.8%
O=C(c1ccc(Cl)cc1)N1CCC(O)(CSc2ccccc2)CC1	11	1.8%
c1cc2c3c(cccc3c1)C(N1CCCCCC1)=N2	45	.

The listing continues:
smiles	RmlCD inh 1536	M. tuberculosis GlmU
COC(=O)CCCC1=CC2=C(c3ccccc3)C(=O)C(C)(OC(=O)C3CCCC3)C(=O)C2=CN1C1CCCC1 (stereo not given)	.	-1.4%
Cc1cc(C)cc(Oc2ccc(NC(=O)C3CC=CCC3C(=O)O)cc2)c1 (stereo not given)	2	-2.8%
CCOC(=O)CSc1nnc(CNC(=O)Cc2ccccc2)n1C	11	-4.8%
O=C(c1ccc(Cl)cc1)c1cnc(-c2ccc(Cl)cc2)s1	22	-1.0%
CN(c1ccc(OCC(=O)OCC(=O)Nc2ccc(Br)cc2)cc1)S(=O)(=O)c1cccs1	-4	2.8%
Clc1ncc(CN2CCN(Cc3ccccc3)CC2)s1	4	-0.1%
CSc1nc(C2CC2)cc(-c2cccs2)c1C#N	-12	0.9%
CCOC(=O)c1cnn(-c2ncnc3sc(CC)cc23)c1N	.	-4.0%
Cc1cc(C)c(NC(=O)Cn2nnc(C(=O)NCc3ccco3)c2N)c(C)c1	-11	-2.6%
O=C(CSc1nnc(NC(=O)CN2CCOCC2)s1)Nc1ccccc1	.	-2.3%
CC(C)N1C(=O)CC(Nc2cccc3cccc(N)c23)C1=O (stereo not given)	.	-3.2%
CCOc1ccc(NC(=O)c2ccc(NC(=O)COC(=O)Cc3ccccc3)cc2)cc1	.	-8.6%
Cc1ccc2oc(=O)c3cnn(CC(=O)N(CCC(C)C)Cc4ccco4)c3c2c1	5	2.2%
CCCc1nnc(SCC(=O)N2CCCCC2C)n1CCOC (stereo not given)	10	-4.8%
CC(=O)Nc1c(N)c2ccccc2oc1=O	5	1.1%
CCOC(=O)C1CCN(C2=C(NS(=O)(=O)c3ccc(Cl)cc3)C(=O)c3ccccc3C2=O)CC1	.	-3.6%
C/C(=N\Nc1ccc([N+](=O)[O-])cc1)c1ccc(N2CCOCC2)cc1	-8	-4.3%
NC(=O)c1cnn2c1NC(c1ccc(F)cc1)CC2C(F)(F)F (stereo not given)	-4	4.9%
Cc1nc(Cl)c(Cl)n1CCOc1ccccc1	-3	1.7%
O=c1c([N+](=O)[O-])cc(C(F)(F)F)cn1Cc1cccc(Cl)c1	-5	1.8%

(next part)
smiles	RmlCD inh 1536	M. tuberculosis GlmU
COC1CCN(C(=O)c2ccc(OC3CCN(Cc4ccccn4)CC3)cc2)CC1	.	0.0%
CCSC1=NSC2=NC(=O)/C(=C\c3coc4ccccc4c3=O)C(=N)N12	-11	0.7%
O=C(Nc1nnc(C2CC2)s1)c1ccc(S(=O)(=O)c2ccccc2)cc1	-8	4.2%
Cc1ccc(C(=O)NCc2ccc(N3CCN(C(=O)OC(C)(C)C)CC3)cc2)cc1	-11	.
Cc1ccc(NC(=S)N(CCCN2CCOCC2)Cc2ccccn2)cc1Cl	-10	0.3%
C=CCn1c(-c2oc3nc(-c4ccccc4)cc(-c4ccccc4)c3c2N)n[nH]c1=S	0	7.4%
COc1ccc(/C(N)=N/OC(=O)Cc2cccs2)cc1OC	-3	1.8%
CC1=C(C#N)C2C(/C1=N/O)C2(C)C (stereo not given)	12	2.1%
CCCCn1nnnc1SCC(=O)N1CCN(C(=O)c2ccco2)CC1	.	5.6%
O=C(Nc1ccccc1)c1ccccc1C(=O)N1CCCCC1	-3	1.5%
COc1ccc(S(=O)(=O)Nc2ccc(C)cc2)cc1OC	7	-3.2%
Cc1ccc(S(=O)(=O)/N=C(/Nc2c(C)n(C)n(-c3ccccc3)c2=O)c2ccc(Cl)cc2)cc1	.	2.6%
CCOC(=O)CCCCC(=O)c1[nH]c(=O)[nH]c1C[n+]1ccc(C)cc1	11	0.9%
CCN(CCO)c1cc(Cl)nc(SC)n1	22	1.5%
CN1CCN(C(=O)CC2C(=O)NCCN2Cc2ccc(-c3ccccc3)cc2)CC1 (stereo not given)	-11	0.1%
O=C1CCCc2nc3c(cc21)C(O)Oc1ccccc1-3 (stereo not given)	.	0.6%
Cc1c(Cl)cccc1NC(=S)NN	-5	2.0%
CCCCNC(=O)OCCNC(=O)Oc1cccc(C)c1	-11	1.4%
COC(=O)CCC(=O)NNC(=O)c1ccc([N+](=O)[O-])cc1	4	6.4%
Cc1cc(C)nc(Nc2ncn[nH]2)n1	5	2.8%

These rows are one share of the data, so the mix of outcomes need not match the whole.
